# Dicer inh – blocks human Dicer maturation of pre-miR-21; Q9UPY3; cat-ELCCA pre-miR-21 Dicer processing, chemiluminescence; stronger effect = higher value; z-score at 25 µM; 47,000 compounds, 6% hits; AID 1347074; in the data active means z-score above about 3, passing the limit was not always enough;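 further: plate controls were vehicle for no effect and no enzyme for full effect; higher signal means more uncleaved substrate so more Dicer inhibition; strong numbers were not always called active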
# Target sequence (Q9UPY3 whole entry, looked up): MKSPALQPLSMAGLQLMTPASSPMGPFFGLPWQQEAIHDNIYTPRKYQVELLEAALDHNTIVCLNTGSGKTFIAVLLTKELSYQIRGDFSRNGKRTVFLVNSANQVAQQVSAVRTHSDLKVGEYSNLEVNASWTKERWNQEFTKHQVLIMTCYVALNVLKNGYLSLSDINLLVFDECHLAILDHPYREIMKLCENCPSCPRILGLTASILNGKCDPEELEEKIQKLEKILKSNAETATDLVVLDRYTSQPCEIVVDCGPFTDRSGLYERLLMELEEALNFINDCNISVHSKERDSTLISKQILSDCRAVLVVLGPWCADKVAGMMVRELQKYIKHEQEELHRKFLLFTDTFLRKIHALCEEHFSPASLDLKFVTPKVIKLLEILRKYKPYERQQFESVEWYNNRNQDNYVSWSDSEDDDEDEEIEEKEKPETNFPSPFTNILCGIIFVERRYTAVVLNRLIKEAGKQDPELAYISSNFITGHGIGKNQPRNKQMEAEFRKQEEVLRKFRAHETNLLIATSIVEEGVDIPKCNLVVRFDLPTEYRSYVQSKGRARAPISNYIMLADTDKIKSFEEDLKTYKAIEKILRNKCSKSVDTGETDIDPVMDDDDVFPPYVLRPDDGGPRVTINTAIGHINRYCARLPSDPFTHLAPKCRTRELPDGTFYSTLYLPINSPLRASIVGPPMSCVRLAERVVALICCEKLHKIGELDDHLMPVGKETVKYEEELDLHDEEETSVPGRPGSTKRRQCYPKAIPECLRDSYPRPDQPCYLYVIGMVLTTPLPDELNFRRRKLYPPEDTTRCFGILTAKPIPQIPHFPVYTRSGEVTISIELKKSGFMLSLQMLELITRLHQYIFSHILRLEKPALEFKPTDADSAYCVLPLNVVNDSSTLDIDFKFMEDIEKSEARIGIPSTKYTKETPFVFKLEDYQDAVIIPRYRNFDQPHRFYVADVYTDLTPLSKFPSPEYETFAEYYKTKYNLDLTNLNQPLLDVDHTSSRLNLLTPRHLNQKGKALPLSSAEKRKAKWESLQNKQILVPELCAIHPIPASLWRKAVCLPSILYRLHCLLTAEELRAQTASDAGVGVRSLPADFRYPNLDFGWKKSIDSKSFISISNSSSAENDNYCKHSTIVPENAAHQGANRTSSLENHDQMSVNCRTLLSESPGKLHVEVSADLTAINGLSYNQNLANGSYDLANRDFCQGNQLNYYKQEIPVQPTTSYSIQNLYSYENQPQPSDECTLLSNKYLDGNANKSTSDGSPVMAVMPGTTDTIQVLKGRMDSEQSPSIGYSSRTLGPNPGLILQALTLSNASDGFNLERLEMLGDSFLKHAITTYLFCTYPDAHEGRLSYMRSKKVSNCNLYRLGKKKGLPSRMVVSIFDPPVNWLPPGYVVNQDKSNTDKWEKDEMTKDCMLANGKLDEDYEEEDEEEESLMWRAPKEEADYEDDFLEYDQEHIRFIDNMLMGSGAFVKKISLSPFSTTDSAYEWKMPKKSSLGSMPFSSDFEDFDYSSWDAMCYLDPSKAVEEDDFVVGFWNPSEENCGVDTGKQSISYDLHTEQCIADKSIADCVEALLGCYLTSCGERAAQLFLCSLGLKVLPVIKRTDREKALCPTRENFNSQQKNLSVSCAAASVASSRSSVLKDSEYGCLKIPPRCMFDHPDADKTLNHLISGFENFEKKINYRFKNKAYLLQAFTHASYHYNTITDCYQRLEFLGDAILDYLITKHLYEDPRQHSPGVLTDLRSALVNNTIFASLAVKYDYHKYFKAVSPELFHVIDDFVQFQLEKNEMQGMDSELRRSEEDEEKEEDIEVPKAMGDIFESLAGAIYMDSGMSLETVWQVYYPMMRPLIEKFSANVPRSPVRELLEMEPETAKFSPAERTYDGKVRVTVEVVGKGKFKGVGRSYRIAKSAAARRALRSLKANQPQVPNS
# The depositor's hits bear a star; & = joins results of further samples.
Compound	Dicer inh
O=C(Nc1cnc2ccccn2c1=O)c1ccccc1	-0.19
CC(C)c1ccc2oc(-c3cccc(N)c3)nc2c1	0.22
O=C(CSc1nc2ccccc2nc1N1CCCCC1)N1CCN(c2ccccc2)CC1	4.9*
CCS(=O)(=O)c1ccc(O)c(NC(=O)CCCC(=O)O)c1	0.75
CN1CC23C=CC(O2)C(C(=O)O)C3C1=O (configuration not stated)	2.1
CN1C(=O)C2ON(c3ccccc3)C(c3cccs3)C2C1=O (configuration not stated)	-1.2
Cc1coc(C)c1C(=O)CC1(O)C(=O)N(C(C)C)c2ccccc21 (configuration not stated)	0.24
CC1(C)OC(=O)C(Cc2ccc([N+](=O)[O-])cc2)C(=O)O1	-0.36
NCCc1ccc(O)c(O)c1	-0.36
O=C(Nc1ccc(Br)cc1)C1CC(=O)N(c2ccccc2)C1 (configuration not stated)	0.32
COc1ccc(-c2cc3ncc(C(=O)c4cc(Cl)ccc4O)cn3n2)cc1	-1.2
CCOc1ccc(C2c3c(n(C)c(=O)n(C)c3=O)N=C3c4ccccc4C(=O)C32)cc1 (configuration not stated)	-0.66
O=[N+]([O-])c1ccsc1Sc1cccs1	-3.1
O=C(CSc1nnc2c(n1)[nH]c1ccccc12)c1ccccc1	-1.6
Cn1c(=O)c2c(O)c(C=Nc3cc(Cl)cc(Cl)c3)c(=O)n(-c3ccccc3)c2n(C)c1=O	-0.87
c1cc(-c2noc(-c3cccs3)n2)cc(-n2cccc2)c1	-0.47
CCSC1=C(C#N)C(c2ccc(Cl)cc2)C(C(=O)OC)C(=O)N1 (configuration not stated)	1.1
O=C(c1cccnc1Oc1ccccc1)N1CCOCC1	-0.41
CSC(=NC#N)N1CCC(C(N)=O)CC1	-0.71
CCOC(=O)c1c[nH]c2ccc(C)cc2c1=O	0.68
CCOC(=O)c1cc(NC(=O)Nc2ccc(OCc3ccccc3)cc2)ccc1N1CCCCC1	-0.52
Cc1cc(NC(=O)Nc2cc(C(F)(F)F)cc(C(F)(F)F)c2)nn1-c1ccccc1	1.7
CC(=O)Oc1ccc2nc(-c3cccs3)oc(=O)c2c1	2.8
CNC(=O)OCCSCCS(=O)(=O)c1ccc(Cl)cc1	-2.3
COc1cccc(NC(=S)C(C#N)C(=O)N2CCC(C)CC2)c1 (configuration not stated)	-1.4
CN(c1cc(C(F)(F)F)ccn1)N1C(=O)CSCC1=O	0.36
O=C(c1cnn2c(C(F)F)cc(-c3ccccc3)nc12)N1CCN(c2ncccn2)CC1	-1.6
Cc1nn(CC(N)=S)c(C)c1Br	-0.88
CCc1ccc(C2C(C#N)=C(N)Oc3n[nH]c(-c4ccc5c(c4)OCO5)c32)cc1 (configuration not stated)	-4.8
CCCCn1c(CCC(=O)O)ccc1-c1ccc(C)cc1	-1.6
CCOc1cc(C2C(C(=O)OC3CCCC3)=C(C)NC3=C2C(=O)CCC3)cc(Br)c1O (configuration not stated)	1.7
O=C(NNc1c(Cl)cncc1Cl)NC(=O)c1ccccc1Cl	2.1
CC(C)(C)c1ccc(OS(=O)(=O)c2ccc(Cl)cc2Cl)cc1	-0.98
CCOC(=O)C(NC(=O)c1cccc(Cl)c1)(Nc1ccc(F)c(F)c1)C(F)(F)F (configuration not stated)	0.3
Cc1cc(C)cc(N2C(=O)CC(Sc3ncn[nH]3)C2=O)c1 (configuration not stated)	0.54
COCCOC(=O)c1c(C)oc2cc(Br)c(OCc3ccc(Cl)cc3)cc12	0.52
CCOC(=O)N1CN(Cc2ccccc2)Cc2c1oc1ccccc1c2=O	-0.93
Cn1c(SCc2nc(-c3ccc(Br)cc3)no2)nnc1C1CCCCC1	0.8
CCn1c2ccccc2c2cc(CN3CCN(S(C)(=O)=O)CC3)ccc21	5.4*
O=C1CSc2ccc(C(F)(F)F)cc2N1Cc1ccccc1	-0.92
CCc1ccc(NS(C)(=O)=O)cc1	1.2
CC(=O)C1=C(C)Nc2ccccc2S1	-1.7
O=C(Nc1ccc(OC(F)(F)F)cc1)Nc1cc(C(F)(F)F)ccn1	-0.41
Cc1oc(-c2ccc(Cl)cc2)cc1C(=O)/C(C#N)=C/Nc1ccccc1	0.02
CSc1nnc2c(n1)OC(c1ccc(C)cc1)Nc1ccccc1-2 (configuration not stated)	-0.71
CCN1/C(=C\C=C\c2scc[n+]2CC)Sc2c1ccc1ccccc21	-2.6
c1ccc2[nH]c(NCCCN3CCOCC3)nc2c1	-0.76
CCOc1ccc(-c2nc(-c3ccccc3)no2)cc1OCC	0.26
Cc1onc(-c2c(Cl)cccc2Cl)c1C(=O)Oc1cc(C(F)(F)F)nn1C	-0.47
N#C/C(=C\c1ccc(-c2cc(Cl)ccc2Cl)o1)C(=O)Nc1cccc2ncccc12	0.92
CCOC(=O)c1sc(-c2ccccc2)nc1O	-1.2
COCCCC/C(=N\OCCN)c1ccc(C(F)(F)F)cc1	1.1
COc1ccc2c(c1)C(C)CC(C)(C)N2C(=O)CSc1nccc(C)n1 (configuration not stated)	0.22
NNC(=S)NCCc1ccc(Cl)cc1	4.5*
CCC(C)OC(=O)COc1ccc2c(=O)c(-c3ccc(OC)c(OC)c3)c(C(F)(F)F)oc2c1 (configuration not stated)	-1.2
COc1ccc(CN2COc3ccc(F)cc3C2)cc1	0.47
NC(=O)c1c(Nc2ccccc2)sc(C(=O)c2ccccc2)c1N	-0.59
COC(=O)c1oc2ccc(Br)cc2c1-n1cccc1	6
C=CCN1C(=O)C2(/C(=C(/O)c3ccccc3)C(=O)C(=O)N2CCOC)c2ccccc21 (configuration not stated)	1.7
CCCOc1ccc(C2C(C(=O)OC3CCCCC3)=C(C)NC3=C2C(=O)CCC3)cc1OC (configuration not stated)	1.7

# Carrying on.
SMILES	Dicer inh
O=C(N(c1ccccc1)c1ccc(F)cc1)C12CC3CC(CC(C3)C1)C2	-1.9
CC1CCc2c(sc3ncnc(SCC(=O)c4ccc(Br)cc4)c23)C1 (configuration not stated)	-1.7
CCCCC(C)n1[nH]c(=O)c2c(C)cc(=O)[nH]c21 (configuration not stated)	1
Cc1ccc(Cl)c(OCc2nnc3n2N=C(c2ccccc2)CS3)c1	-0.87
CCN(CC)CCOC(=O)C1(c2ccc([N+](=O)[O-])cc2)CCCC1	8.1
Cc1oc(-c2ccc(Cl)cc2)cc1C(=O)N1CCC(O)(c2ccc(Cl)cc2)CC1	-3
Cc1nc(C)c(Oc2ccc(Cl)cc2Cl)c(=O)[nH]1	0.14
O=C1Nc2ccccc2N(c2ccccc2)N1	0.73
N/C(CC(=O)Nc1cc(C(F)(F)F)ccc1Cl)=N\O	-1.1
O=C1CC(c2ccc(F)cc2)Cc2nc3nc(C(F)(F)F)nn3cc21 (configuration not stated)	-0.42
O=C(Nc1cccc2[nH]ccc12)c1cccc(C(F)(F)F)c1	2.1
CN(C)n1cccc1/C=C(\C#N)S(=O)(=O)c1ccc(Cl)cc1	0.37
CCOC(=O)c1cc(=O)c2c(OCc3ccccc3)ccc(C(C)(C)C)c2o1	-0.6
O=C(Cn1cc(C(=O)C2CCCCC2)c2ccccc21)NCCc1c[nH]c2ccccc12	2.7
CN(C)C(=O)/N=N/C(=O)N(C)C	0.12
O=S(=O)(c1ccccc1)c1nc(-c2ccc(Cl)cc2)oc1N1CCOCC1	1.1
CCCOC(=O)C1=C(C)NC2=C(C(=O)CC(C)(C)C2)C1c1cccc(F)c1 (configuration not stated)	-0.12
c1csc(-c2nc(N3CCCCC3)no2)c1	-1.1
O=C(O)c1ccc(Nc2ncnc3ccc(Br)cc23)cc1	4.9*
COc1ccccc1Nc1n[nH]c(C)c1[N+](=O)[O-]	1.9
Cc1cc(C(C)(C)C)ccc1NC(=O)CC(C)(C)CC(=O)O	1.4
COc1ccc(OC)c(NC(=O)COc2ccc(Br)cc2)c1	1.8
CCOC(=O)C(NC(=O)Cc1ccccc1)(Nc1ccc(F)c(Cl)c1)C(F)(F)F (configuration not stated)	1.7
Cn1c(=O)c(C2=NN(C(=O)c3ccco3)C(c3ccco3)C2)c(-c2ccccc2)c2cc(Cl)ccc21 (configuration not stated)	0.39
OCCSc1nnnn1-c1ccccc1	-1.3
O=C1C(=O)N(Cc2ccc(CN3C(=O)C(=O)c4ccccc43)cc2)c2ccccc21	3*
CCN(c1cccc2ccccc12)S(=O)(=O)c1ccc(F)cc1	-0.71
O=C1CSC2=NC3=C(CCc4ccccc43)C(c3ccccc3)N12 (configuration not stated)	-1.4
CCCS(=O)(=O)C/C(N)=N/OS(=O)(=O)c1ccc(F)cc1F	-0.62
CCCOc1ccccc1C1Nc2ccccc2NC2=C1C(=O)CC(C)(C)C2 (configuration not stated)	2.4
COC(=O)C1c2ccccc2Oc2ccccc21	-0.31
Cc1ccc(NC(=O)/C=N/O)cc1Cl	-0.67
CC1(C)CC(=O)C2=C(C1)Nc1ccccc1N(C(=O)c1ccccc1)C2c1cccnc1 (configuration not stated)	21
CCCC(=O)N(c1ccc2oc(=O)sc2c1)S(=O)(=O)c1ccc(OC)cc1	-2.1
CCOC(=O)c1c[nH]c(=S)[nH]c1=O	-0.46
CN(/N=C/c1ccc(Cl)cc1Cl)c1ncc(Cl)cc1C(F)(F)F	1

# 5 compounds drawn at random from those above, as already listed:
SMILES	Dicer inh
CC1(C)CC(=O)C2=C(C1)Nc1ccccc1N(C(=O)c1ccccc1)C2c1cccnc1 (configuration not stated)	21
Cc1ccc(NC(=O)/C=N/O)cc1Cl	-0.67
CCOC(=O)c1c[nH]c(=S)[nH]c1=O	-0.46
O=C1CSC2=NC3=C(CCc4ccccc43)C(c3ccccc3)N12 (configuration not stated)	-1.4
COC(=O)C1c2ccccc2Oc2ccccc21	-0.31

# Additional records follow.
SMILES	Dicer inh
CCCC1SC2=NC(C)=C(C(=O)OCC)C(c3ccccc3)N2C1=O (configuration not stated)	-2.7
Cc1ccc2ncnc(Nc3ccc(Cl)cc3)c2c1	-0.33
CS(=O)(=O)N1N=C(c2c(-c3ccccc3)c3cc(Cl)ccc3[nH]c2=O)CC1c1cccs1 (configuration not stated)	0.27
CCCCCCC1/C(=N/O)CCC1C(=O)OC (configuration not stated)	-0.84
CCOC(=O)C1=C(C)N=C2SC(C)C(=O)N2C1c1ccc(F)cc1 (configuration not stated)	0.97
Cc1nn(C)c(C)c1CNC(=O)c1nn2c(c1Cl)NC(c1cccs1)CC2C(F)(F)F (configuration not stated)	-0.11
Cc1cc2c(cc1C)CSC(c1ccccc1Cl)SC2	0.24
CCN1CCC[C@H]1CNC(=O)c1c(O)c(Cl)cc(Cl)c1OC	-0.28&-0.4
CNC(=O)Nc1cc(C)nn1C(C)(C)C	-1.9
CNC(=O)c1ccccc1S(=O)c1ccc([N+](=O)[O-])cc1C(=O)O (configuration not stated)	-1.4
Cc1ccc(C(=O)Nc2ccc(S(=O)(=O)O)c3cc(S(=O)(=O)O)cc(S(=O)(=O)O)c23)cc1NC(=O)c1cccc(NC(=O)Nc2cccc(C(=O)Nc3cc(C(=O)Nc4ccc(S(=O)(=O)O)c5cc(S(=O)(=O)O)cc(S(=O)(=O)O)c45)ccc3C)c2)c1	-0.91
CCc1ccn2c(C)c(-c3ccc(OC)c(OC)c3)cc2c1	1
CCCCn1c(=O)c(Cc2ccccc2)c(O)c2ccccc21	0.69
COc1cc(/C=N/NC(=O)c2cc(-c3ccccc3)sc2N)cc(OC)c1OC	-2.5
CCOC(=O)c1sc2nc(SCc3ccccc3)nc(-c3ccc(Cl)cc3)c2c1N	-0.59
O=C(O)c1cccnc1Oc1ccccc1	-0.46
N=C1C(=S)N(c2ccc(Cl)c(Cl)c2)C(=O)N1c1cccc2ccccc12	0.17
O=[N+]([O-])c1cc(S(=O)(=O)c2ccccc2)cs1	-0.16
COc1ccc(-c2ccc(-c3noc(-c4ccc(OC)c(OC)c4)n3)c(OC)n2)cc1	-1.2
O=C(Cn1c(=O)oc2ccccc21)Nc1nc(-c2ccc(Br)cc2)cs1	-1.2
Cc1c(SCC(=O)Nc2ccc(Br)cc2)c(=O)[nH]c2cc3c(cc12)OCO3	-1.9
O=C1Nc2ccccc2N=C(c2ccccc2)c2ccccc21	1.1
Clc1cccc(Oc2ncnc3c2oc2ccccc23)c1	0.57
S=c1[nH]nc(Nc2cccc3ccccc23)s1	12
CS(=O)(=O)Nc1ccc(S(=O)(=O)Nc2ncccn2)cc1	-4.6
CC(C)NCC(O)COc1ccc(CC(N)=O)cc1 (configuration not stated)	-0.45
CCCCCC(=O)Nc1c(Cl)ccc2nsnc12	0.75
O=C1NC(=O)c2ccc(N3CCOCC3)c3cccc1c23	1.3
NS(=O)(=O)c1ccc(NC(=O)CSc2ncn(-c3ccccc3)n2)cc1	-0.6
O=C(NCc1ccc(F)cc1)c1nn2c(C(F)(F)F)cc(-c3ccco3)nc2c1Cl	0.04
CC(=O)c1csc(Nc2ccc(Cl)cc2)n1	-0.59
COc1cc(C)c(C)cc1S(=O)(=O)N1CCOCC1	-11
CCSc1nnc(NC(=O)CSc2nnc3c4ccccc4n(C)c3n2)s1	2.2
CC(C)(C)C(=O)N(Cc1cccnc1)Cc1cccs1	0.45
COc1ccccc1-n1c(N)c(C(N)=O)sc1=S	-1.1
COC(=O)c1sc(-c2ccccc2)cc1N	2.3

# 6 compounds from above, arranged by heavy-atom count, ascending:
SMILES	Dicer inh
COC(=O)c1sc(-c2ccccc2)cc1N	2.3
CCCCCC(=O)Nc1c(Cl)ccc2nsnc12	0.75
COc1cc(C)c(C)cc1S(=O)(=O)N1CCOCC1	-11
CC(C)(C)C(=O)N(Cc1cccnc1)Cc1cccs1	0.45
O=C1NC(=O)c2ccc(N3CCOCC3)c3cccc1c23	1.3
NS(=O)(=O)c1ccc(NC(=O)CSc2ncn(-c3ccccc3)n2)cc1	-0.6

# The results go on:
SMILES	Dicer inh
Cc1cc(=O)n2c(-c3ccc(Cl)cc3)csc2n1	0.91
Cc1nc2ccccc2c(C(=O)O)c1C(=O)O	-1.6
c1ccc(C2=Nn3c(nnc3-c3ccccc3)SC2)cc1	2.7
CCOC(=O)c1cc2ccccc2n1CCN(C)C	2
CC(C)(C)S(=O)(=O)/C(C#N)=C/Nc1ccccn1	0.27
Cc1cc(=O)[nH]c2c1c(-c1cccs1)nn2C	-0.94

# A portion of the library. The share of hits here may be higher or lower than overall.
